BCLXL inh – blocks human Bcl-xL binding to Bim BH3 peptide; AID 2129; GST-Bcl-xL / FITC-Bim BH3 peptide fluorescence polarization; 320,000 tested, 0.7% active; inhibition, % at 10.9 µM;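 active = inhibition above the mean of all tested compounds plus 3 SD, cutoff set per campaign, cut at about 30% in these data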;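 also: 0% = DMSO wells and 100% = unlabeled Bim-BH3 peptide competitor; inhibitors lower millipolarization by displacing the labeled peptide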
EBNA-1 inh – blocks EBNA-1 binding to DNA. inhibition, % at 14.8 µM. EBNA-1 DNA binding, fluorescence polarization. 300,000 tested, 0.34% active; in the data active = inhibition above about 28%
Efflux pump mplx – blocks antifungal efflux pumps in multiplex yeast assay; inhibition, % at 10 µM; 330,000 tested, 0.44% active; S. cerevisiae Candida pump triplex, Nile Red efflux;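 active = plate passing quality check with inhibition over a set limit, or well fluorescence over plate mean plus 4 SD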;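 also: Nile Red retained in pooled yeast measured as flow cytometry median fluorescence; 0% = buffer negative control and 100% = Enniatin B positive control; higher means more Nile Red kept so more efflux inhibition; some compounds called inactive have numbers as strong as hits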
GLD-1 RNA inh – GLD-1-TGE RNA interaction inhibition (C. elegans); Q17339; purified GLD-1 + fluorescein TGE RNA, fluorescence polarization; inhibition, % at 5.96 µM; 320,000 tested, 0.44% active; AID 2280;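 active = percent inhibition above a per-plate cutoff, the plate mean of test compounds plus 3 SD, cut at about 30% in these data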;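 also: 0% = DMSO wells with GLD-1 and probe and 100% = wells lacking GLD-1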
Target sequence (Q17339 whole entry, looked up): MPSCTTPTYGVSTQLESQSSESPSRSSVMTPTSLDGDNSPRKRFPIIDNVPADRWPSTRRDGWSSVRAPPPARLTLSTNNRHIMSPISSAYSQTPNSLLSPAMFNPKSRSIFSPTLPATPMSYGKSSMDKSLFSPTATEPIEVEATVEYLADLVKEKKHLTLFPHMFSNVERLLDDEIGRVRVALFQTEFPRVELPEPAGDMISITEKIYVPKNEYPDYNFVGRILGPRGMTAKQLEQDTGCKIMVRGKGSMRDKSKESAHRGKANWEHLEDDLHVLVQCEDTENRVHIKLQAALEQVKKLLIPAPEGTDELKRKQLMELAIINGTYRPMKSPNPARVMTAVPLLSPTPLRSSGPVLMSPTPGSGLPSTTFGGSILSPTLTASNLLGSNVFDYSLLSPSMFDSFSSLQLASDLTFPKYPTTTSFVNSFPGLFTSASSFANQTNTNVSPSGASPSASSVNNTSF
ZTA counter – counter-screen for EBNA-1 inhibitors: inhibitors of Epstein-Barr virus ZTA | ZTA-DNA binding, fluorescence polarization | P03206 | 320,000 tested, 0.15% active | inhibition, % at 11 µM; in the data active = inhibition above about 33%
MEX-5 binding – C. elegans MEX-5 TCR-2 RNA binding activity | Q9XUB2 | AID 1832 | 300,000 tested, 0.38% active | activity score (negative = inhibition of binding), % at 10 µM | MEX-5/FITC-TCR2 RNA binding, fluorescence polarization; hits give low values;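 active = inhibition past about -25% in most replicates, and total fluorescence under double the plate's negative control median, limit read from the data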;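 also: 0% = DMSO and -100% = 5 µM competing unlabeled TCR2 RNA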
Target sequence (Q9XUB2 whole entry, looked up): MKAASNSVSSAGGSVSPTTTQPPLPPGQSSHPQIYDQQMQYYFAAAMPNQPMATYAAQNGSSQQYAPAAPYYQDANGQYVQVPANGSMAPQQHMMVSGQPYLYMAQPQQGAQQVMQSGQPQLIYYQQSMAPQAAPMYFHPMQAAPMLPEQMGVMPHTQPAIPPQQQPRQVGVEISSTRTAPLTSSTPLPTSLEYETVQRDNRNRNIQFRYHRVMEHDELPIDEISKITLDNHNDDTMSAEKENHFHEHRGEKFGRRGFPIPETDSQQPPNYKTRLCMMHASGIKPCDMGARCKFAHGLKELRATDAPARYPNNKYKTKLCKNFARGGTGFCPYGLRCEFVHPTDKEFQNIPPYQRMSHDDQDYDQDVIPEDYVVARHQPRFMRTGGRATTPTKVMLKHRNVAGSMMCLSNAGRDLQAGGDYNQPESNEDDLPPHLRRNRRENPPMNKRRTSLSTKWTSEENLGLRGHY
CR mimetic SO – lowers age-related superoxide in aged yeast cells. AID 2690. 330,000 tested, 0.18% active. S. cerevisiae aged cells, superoxide DHE fluorescence; hits give low values. superoxide response (% of plate mean), % at 10 µM;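 active = superoxide response under a set limit, about three screen SD below normal, cut at about 65% in these data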;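 also: yeast aged for seven days with compound at 30 °C before DHE staining; 100% = average MFI of all compound-treated wells on the plate with controls excluded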
MCL1-BIM inh – disrupts human MCL1 binding to BIM-BH3 peptide; Q07820; GST-MCL1 / FITC-Bim-BH3 fluorescence polarization; inhibition, % at 10.9 µM; 320,000 tested, 0.68% active; AID 2057;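 active = inhibition above the mean inhibition of all tested compounds plus 3 SD, set per campaign, cut at about 40% in these data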;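 also: 0% = DMSO wells and 100% = unlabeled Bim-BH3 peptide control; higher means more loss of mP so more displacement of Bim peptide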
Fam108B inh – Fam108B inhibition, counter-screen for RBBP9 inhibitors; recombinant Fam108B, FP-Rh probe fluorescence polarization; AID 1947; inhibition, % at 9.51 µM; 300,000 tested, 0.33% active;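 active = inhibition above the screen mean inhibition plus 3 SD, computed separately per campaign, cut at about 18% in these data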;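 also: inhibitors lower polarization as less probe binds the enzyme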
* marks the source's active call; other numbers are inactive results; / = not tested or not shown.

SMILES	BCLXL inh	EBNA-1 inh	Efflux pump mplx	GLD-1 RNA inh	ZTA counter	MEX-5 binding	CR mimetic SO	MCL1-BIM inh	Fam108B inh
COc1ccc(O)c(/C=N/NC(=O)c2ccc(OCc3cccc(Br)c3)cc2)c1	4	-13	-0.2	3	-15	0.4	80	10	2
COc1ccc2[nH]c(C)c(CCN3C(=O)C4C5C=CC(C5)C4C3=O)c2c1 (stereo not given)	20	-2	0.6	7	2	-7.2	93	23	2
COc1ccc(F)cc1CN1CCN(C(=O)CCC(=O)Nc2nnc(C3CCCCC3)s2)CC1	10	-4	0.5	-2	-4	-0.3	101	8	7
C/C=C/c1ccc(OC(C)=O)c(OC)c1	3	7	0.1	1	3	-0.5	104	6	2
CCOc1cc(N2CCOCC2)c(OCC)cc1NC(=O)COC(=O)CCOc1cc(C)ccc1C	3	5	-0.2	6	4	1.1	99	-1	-1
Cc1ccc2c(c1)-c1c(cnn1CC(=O)Nc1ccccc1N1CCN(C)CC1)CO2	7	0	-0.1	3	-1	3.2	84	4	2
CCN(CC)S(=O)(=O)c1ccc(C)c(NC(=S)Nc2cccc(S(=O)(=O)N3CCCCCC3)c2)c1	4	0	0.3	-3	-20	0.3	111	9	-18
Cc1ccc(C)c(/C=C(\C(=O)O)c2ccc(S(=O)(=O)N3CCCCC3)s2)c1	1	-1	0.1	-8	-13	1.4	112	-5	1
C=CCN(CC=C)S(=O)(=O)c1ccc(C(=O)Nc2nnc(CSC)o2)cc1	-2	12	0.0	4	1	-1.3	113	-6	1
COc1cccc(C(=O)CSc2nnnn2C)c1	2	6	0.1	8	25	-1.0	99	-3	-3
O=C(CCCn1c(SCC(=O)c2ccc(F)cc2)nc2ccccc2c1=O)NCc1ccccc1	1	-2	-0.1	5	-10	3.0	89	-2	-2
CN(C1CCCCC1)S(=O)(=O)c1ccc2[nH]c(=O)oc2c1	-2	-2	0.0	1	4	4.0	100	0	2
O=C(CN1CCCCCC1)Nc1ccc([N+](=O)[O-])cc1Cl	5	-3	0.1	0	-10	1.4	130	5	-1
C/C(=N\NC(=O)c1nc2ccccn2c1C)c1ccc2c(c1)OCO2	2	-8	0.3	13	2	2.2	96	4	-2
COc1cccc(-c2nn(C)c3sc(C(=O)Nc4ccc5c(c4)OCCO5)cc23)c1	4	13	0.0	7	1	0.1	99	8	15
Nc1cccc(NC(=O)c2ccco2)c1	6	4	-0.1	10	-4	-0.6	110	1	-1
COC(=O)C(OC(=O)c1ccc(OC)cc1)C(=O)OC	1	-4	0.0	-1	-12	1.4	103	0	-1
Cc1ccc(-c2nc3[nH]c(=O)cc(NC(=O)c4cccs4)n3n2)cc1	2	5	0.0	-1	12	1.9	99	-4	0
COc1cc2c(cc1NC(=O)CSc1nnc(Cc3cccs3)n1C)oc1ccccc12	7	-2	-0.2	4	6	-3.0	108	1	-4
Cc1noc(C)c1CN1C(=O)NC(Cc2ccccc2)(Cc2ccccc2)C1=O	-1	5	-0.1	-1	17	0.7	82	0	-3
CCCc1cc(-c2n[nH]c(=S)n2-c2cccc(C)c2)cs1	-9	-13	0.1	-3	-5	6.0	105	-12	3
CCOc1ccc(CN(Cc2ccco2)S(=O)(=O)c2ccc(-n3cnnn3)c(OC)c2)cc1	2	-8	0.3	4	-2	-0.5	91	0	-2
O=C(/C=C/c1ccco1)NC(=S)Nc1ccccc1N1CCOCC1	4	-8	0.0	1	-4	2.1	95	2	0
CCOc1ccc(C(=O)NC(=S)Nc2cc(C)ccn2)cc1[N+](=O)[O-]	1	-13	0.0	-1	0	-2.2	103	5	-4
CCC(Oc1ccc(Br)cc1)C(=O)N1CCN(c2ncccn2)CC1 (stereo not given)	1	1	3.6	-3	-2	-4.6	98	-3	0

Quoted at random: 3 compounds from above.
SMILES	BCLXL inh	EBNA-1 inh	Efflux pump mplx	GLD-1 RNA inh	ZTA counter	MEX-5 binding	CR mimetic SO	MCL1-BIM inh	Fam108B inh
COc1cc2c(cc1NC(=O)CSc1nnc(Cc3cccs3)n1C)oc1ccccc12	7	-2	-0.2	4	6	-3.0	108	1	-4
COc1cccc(C(=O)CSc2nnnn2C)c1	2	6	0.1	8	25	-1.0	99	-3	-3
Cc1ccc(-c2nc3[nH]c(=O)cc(NC(=O)c4cccs4)n3n2)cc1	2	5	0.0	-1	12	1.9	99	-4	0

(cont.)
SMILES	BCLXL inh	EBNA-1 inh	Efflux pump mplx	GLD-1 RNA inh	ZTA counter	MEX-5 binding	CR mimetic SO	MCL1-BIM inh	Fam108B inh
COc1ccc(NS(=O)(=O)c2cc(NC(=O)CCSc3ccccc3)ccc2OC)cc1	5	2	-0.1	11	-15	1.7	104	9	-2
Cc1cccnc1NC(=O)CN1C(=O)NC(C)(c2ccc3ccccc3c2)C1=O (stereo not given)	3	-10	-0.1	6	-26	0.0	113	1	1
Nc1cc(N2CCCCC2)c([N+](=O)[O-])cc1Cl	-1	-4	1.0	-9	2	0.9	99	2	-2
CC1Cc2ccccc2N1S(=O)(=O)c1cccc(C(=O)NCCCO)c1 (stereo not given)	2	2	0.1	-3	-9	2.5	99	11	-1
O=C1CC(N2CCN(Cc3ccccc3)CC2)C(=O)N1c1ccc2c(c1)OCCO2 (stereo not given)	4	-7	0.3	6	12	4.6	109	4	-4
CC(=O)Nc1ccc(/C=C(\C#N)C(=O)NC2CCCCC2C)cc1 (stereo not given)	2	-5	-0.1	2	19	0.8	89	-8	0
Cc1c(Cl)cccc1NC(=O)Nc1cnccn1	0	-4	0.2	2	10	0.7	89	2	-1
CCC(C)C(=O)Nc1ccccc1N1CCN(c2ccc(F)cc2)CC1 (stereo not given)	5	-8	-0.1	-6	-25	2.7	93	-4	6
O=C(NCc1ccco1)c1cccc(F)c1	2	-6	0.2	2	2	0.3	105	8	2
Cc1ccc(S(=O)(=O)N2CCN(C(=O)COc3ccc(Br)cc3)CC2)cc1	-8	/	-0.1	4	-24	/	107	-14	/
Cc1ccc(-c2nc(N3CCOCC3)sc2C(=O)N2CCCCC2)cc1	7	0	2.0	2	5	-4.5	102	5	-2
O=C(OCC(=O)N1CCCc2ccccc21)c1cc(Cl)ccc1O	3	-9	0.1	-4	2	-2.5	102	-4	2
Cc1c(O)cc2c(c1O)C(=O)CC(c1ccccc1)O2 (stereo not given)	3	-4	0.3	5	1	-1.4	101	8	4
Cc1ccc2c(c1)/C(=C/c1ccccc1F)C(=O)N2	3	0	0.1	7	15	0.1	99	-4	2
CCOC(=O)c1ccc(NS(=O)(=O)c2cn(C)cn2)cc1	-1	-10	0.2	2	-8	0.4	116	4	3
C[C@]12CC[C@@H]3c4ccc(O)cc4CC[C@H]3[C@@H]1C[C@@H](O)[C@@H]2O[C@@H]1O[C@H](C(=O)O)[C@@H](O)[C@H](O)[C@H]1O	-1	-2	0.0	4	-3	0.3	92	2	2
COc1ccc(Cl)cc1NC(=O)CN(C)CC(=O)N1CC(=O)Nc2ccccc21	2	/	-0.1	0	9	/	102	2	/
C[C@@H](NC(=O)c1nc[nH]c1C(=O)NC1CCN(C(=O)OC(C)(C)C)CC1)c1ccccc1	3	/	0.5	5	8	/	93	7	/
COCCNC(=O)COc1coc(CN2CCN(Cc3ccccc3)CC2)cc1=O	7	6	-0.2	11	-1	-2.0	88	9	0
Cc1ccc(S(=O)(=O)Oc2ccc(/C=C(/NC(=O)c3ccccc3)C(=O)NCCC(=O)O)cc2)cc1	-1	-6	0.1	-4	-9	2.2	105	-5	8
O=C(OCc1nnc(-c2ccccc2)o1)c1ccco1	1	5	0.1	1	16	0.4	100	6	3
COc1cc(/C=N/NC(=S)Nc2cccc(C(=O)O)c2)cc(OC)c1OC	17	4	-0.2	-1	-5	-1.0	117	16	5
Cn1c(C(C#N)C(=O)c2sc3ccccc3c2Cl)nc2ccccc21 (stereo not given)	3	0	0.1	-1	3	-0.4	96	10	-5
Cc1nc(CC(=O)NNS(=O)(=O)c2ccc3ccccc3c2)cs1	4	-5	4.1	-3	6	-2.3	91	15	-3
CCN1C(=O)[C@@H]2[C@@H](c3ccc(-c4ccc5c(c4)OCO5)cc3)N3CCCC[C@@]3(C(=O)OC)[C@@H]2C1=O	-1	6	0.0	-3	2	2.6	91	-4	-3

Profiles, quoted from the list. Screens in order: BCLXL inh | EBNA-1 inh | Efflux pump mplx | GLD-1 RNA inh | ZTA counter | MEX-5 binding | CR mimetic SO | MCL1-BIM inh | Fam108B inh
Cc1c(Cl)cccc1NC(=O)Nc1cnccn1 is entered as 0 | -4 | 0.2 | 2 | 10 | 0.7 | 89 | 2 | -1
Cc1ccc2c(c1)/C(=C/c1ccccc1F)C(=O)N2 is entered as 3 | 0 | 0.1 | 7 | 15 | 0.1 | 99 | -4 | 2

2 of these compounds, reformatted:
SMILES | BCLXL inh | EBNA-1 inh | Efflux pump mplx | GLD-1 RNA inh | ZTA counter | MEX-5 binding | CR mimetic SO | MCL1-BIM inh | Fam108B inh
CCC(C)C(=O)Nc1ccccc1N1CCN(c2ccc(F)cc2)CC1 (stereo not given) | 5 | -8 | -0.1 | -6 | -25 | 2.7 | 93 | -4 | 6
Cc1ccc(S(=O)(=O)N2CCN(C(=O)COc3ccc(Br)cc3)CC2)cc1 | -8 | / | -0.1 | 4 | -24 | / | 107 | -14 | /

The list goes on.
SMILES	BCLXL inh	EBNA-1 inh	Efflux pump mplx	GLD-1 RNA inh	ZTA counter	MEX-5 binding	CR mimetic SO	MCL1-BIM inh	Fam108B inh
COc1ccc(C(=O)NNS(=O)(=O)c2ccccc2)cc1	0	1	-0.1	3	3	1.6	96	-10	1
CCn1c(CNc2ccc(F)cc2)nnc1SCC(=O)Nc1ccc(OC)cc1	4	-1	-0.1	-9	-14	-2.5	81	-3	3
COc1ccc(C2=NN(C(=O)CCC(=O)O)C(c3cccs3)C2)cc1 (stereo not given)	3	4	0.0	3	-13	3.5	107	2	4
Cc1nc(Cl)c(C(=O)Nc2cccc(F)c2)c(C)c1Cl	4	7	0.1	4	-6	-2.5	94	2	1
COc1ccc2ccccc2c1C1CC(=O)N2CN(C3CCCCC3)CSC2=C1C#N (stereo not given)	-25	3	0.1	-5	5	-1.3	109	-19	-3
CNC(=S)Nc1cc(Cl)ccc1Oc1ccccc1	2	-7	0.0	-5	-1	0.5	99	12	-2
COc1cc(CC(=O)NCc2cccs2)cc(OC)c1OC	1	-2	0.0	6	-18	-0.8	113	2	-3
C[C@]12C(=O)N(c3ccc(F)cc3)C(=O)N1[C@@H]1c3ccccc3OC[C@@H]1[C@H]2c1ccccc1	3	1	-0.1	7	10	4.0	107	3	-4
O=C(CN1CCC(N2CCCCC2)CC1)N1CCOCC1	6	-7	0.0	6	-5	1.4	104	-8	-2
CC1=NN(c2nc(-c3ccc(C#N)cc3)cs2)C(=O)C1	1	3	-0.1	3	1	1.3	93	5	6
O=C(NC(=S)Nc1ccc(N2CCOCC2)c(Cl)c1)c1sc2ccccc2c1Cl	5	-1	-0.1	-1	3	-0.7	101	11	-5
